PLK1 PBD block – blocks phosphopeptide binding to human PLK1 polo-box domain. P53350. Plk1 PBD binding of FITC phosphopeptide, fluorescence polarization. Potency, µM, inactives show max response, negative = inhibition, most hits filed as inhibitors. 2.8% of 360,000 active. AID 720504; further: potency means the concentration at half of the fitted maximal effect; series mostly up to about 57 µM; on the % scale 0 is the no-effect control and ±100 the full control effect; nearly all actives have a fitted effect of over 65% in size
EPAC2 agonist – agonists of human EPAC2 (RAPGEF4) | Q8WZA2 | EPAC2 activation, biochemical qHTS; response scale: 100% = 6.5 mM cAMP response | Potency, µM (highest dose often 154 µM), for inactives: at the highest dose activation, actives largely listed as activators | 0.079% of 360,000 active; further: potency means the concentration at half of the fitted maximal effect; nearly all actives have a fitted effect of over 50% in size
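Nucleotide exchange monitored as fluorescence drop when BODIPY-GDP leaves Rap1B. Reaction: 100 nM EPAC2, 250 nM RAP1B-BODIPY-GDP, 50 uM GDP, room temperature, kinetic read over 30 min. Activity expressed relative to 6.5 mM cAMP.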
WRN inhibitor – WRN helicase (human) inhibition. Q14191. WRN helicase unwinding, fluorescent forked duplex, kinetic. Potency, µM (highest dose often 114 µM), inactives show at the top dose activity change, negative = inhibition, most hits filed as inhibitors. 0.46% of 360,000 active; further: potency means the concentration at half of the fitted maximal effect; on the % scale 0 is the no-effect control and ±100 the full control effect; nearly all actives have a fitted effect of over 55% in size
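Primary qHTS, 1536-well format. 20 nM WRN + compound, 15 min RT; start with 100 nM forked fluorophore/quencher duplex, 2 mM ATP (final); kinetic read ex 525/em 598 nm.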
PI5P4Ka inh – inhibitors of human PI5P4K alpha; 1.2% of 330,000 active; max response, %; PI5P4Kalpha enzyme, ADP-Glo luminescence, 60 min; hits give low values; active means max response of -50% or lower; inconclusive means between -30% and -50%; inactive means -30% or higher; further: value at the top dose of about 77 µM; on the % scale 0 is the no-effect control and ±100 the full control effect
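Enzyme plus substrate dispensed, test compounds pinned in, then ATP (5 microM final) added. After 60 min at RT, ADP-Glo reagent 1 for 45 min and reagent 2 for 30 min preceded luminescence imaging.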
CCT chaperon mod – cytosolic chaperonin activity modulation; purified chaperonin ATPase assay, HTRF ADP detection, 30 min; activity change, % (no concentration beside the values), hits read low; 0.3% of 360,000 active; AID 651819; in the data active means activity change below about -30%; further: on the % scale 0 is the no-effect control and ±100 the full control effect
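TRiC at 40 or 20 nM final (batch-dependent) in 30 mM Tris pH 7.4, 100 mM KCl, 5 mM MgCl2, 1 mM DTT, with compound at single 76 uM and 10 uM ATP, 30 min at 37 deg C. ADP detected by HTRF Transcreener, 665/615 ratio.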
IL-2 act – activators of IL-2 | activation, % (series mostly up to about 46 µM) | 0.065% of 360,000 active | IL-2 activation reporter assay, cell-based qHTS; stimulated with anti-CD3/CD4/CD28 beads; in transgenic mouse T cells | AID 652025; in the data active means activation above about 50%; inconclusive means mostly about 30% to 49%; further: 0% is about no effect
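Readout is EGFP and DsRed signal by fluorescent plate cytometry after 18 h at 37 degrees C. Transgenic mouse T cells (750/well) received compound for 60 min before bead stimulation (anti-CD3, anti-CD4, anti-CD28); memory T cells served as non-tolerant control.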
EPAC1 antag – EPAC1 (human) antagonism. 0.14% of 360,000 active. Potency, µM (highest dose often 115 µM), for the others: top-dose activity change, negative = inhibition, usual class: inhibitors. EPAC1 GEF assay, Rap1b-BODIPY-GDP exchange fluorescence. O95398;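 further: potency means the concentration at half of the fitted maximal effect; plate controls were vehicle for no effect and positive control for full effect; nearly all actives have a fitted effect of over 50% in size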
EPAC1 ag – activates human EPAC1 exchange factor; 0.073% of 360,000 active; EPAC1 agonist qHTS, biochemical assay; response scale: 100% = response to 6.5 mM cAMP; O95398; Potency, µM (highest dose often 154 µM), without a hit: at the top dose activation, hits mostly activators; further: potency means the concentration at half of the fitted maximal effect; nearly all actives have a fitted effect of over 60% in size
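Compounds were pinned as a concentration titration into mixtures of EPAC1 (100 nM), BODIPY-GDP-loaded Rap1B (250 nM) and GDP (50 uM). After 5 min at room temperature, fluorescence was followed for 30 min; activity was scaled to 6.5 mM cAMP.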
* = called active by the depositor; ? = inconclusive; / = not tested or not shown; [ ] = remark or other dose. Unless noted, the call rests on the fitted dose curve; in most records, active means well fitted curve in the direction sought with a large enough effect; inconclusive means small, poorly fitted or top-dose-only effect, or another doubt; inactive means no such curve, though single readings can be large; an effect the other way counts as inactive or inconclusive. Only part of the results is shown; count on the stated rates, not on these rows.

SMILES | PLK1 PBD block | EPAC2 agonist | WRN inhibitor | PI5P4Ka inh | CCT chaperon mod | IL-2 act | EPAC1 antag | EPAC1 ag
O=C(c1cccc(NS(=O)(=O)c2ccccc2)c1)N1CCN(c2ccccc2)CC1 | 6% | 16% | -14% | 2 | 0.2 | -0.5 | 0% | 5%
COC(=O)c1ccc(NC(=O)c2ccccc2CC[N+](=O)[O-])cc1 | -5% | 11% | -28% | 0 | 0.8 | -0.9 | -16% | 7%
Cc1cc(C)cc(NC(=S)NCc2ccc(F)cc2)c1 | -10% | 5% | -29%[57.1 µM] | -2 | -1.9 | 0.6 | -16% | 11%
CCN(C(=O)CSc1nnnn1C)c1c(N)n(Cc2ccccc2)c(=O)[nH]c1=O | -1% | 3% | 1% | 1 | -1.5 | -2.2 | 3% | 9%
O=C(Nc1cccnc1N1CCOCC1)c1cc2ccccc2oc1=O | -5% | 6% | -7% | 2 | -1.7 | 0.9 | -10% | 7%
CCc1nc2ccc(C(=O)N3CCC(O)(Cc4ccccc4)CC3)cn2c1N(C)C(=O)Cc1ccccc1 | -2% | -3% | -5% | -6 | -0.6 | -0.5 | -2% | 4%
OC(CNCC1COc2ccccc2O1)COCc1cccs1 (configuration not stated) | -12% | -2% | 4% | / | 2.6 | -2.5 | -14% | 0%
COc1ccc(CN2C(=O)[C@@H]3Cc4c([nH]c5ccccc45)C(C)(C)N3C2=O)cc1 | / | 16% | / | / | / | 0.3 | -2% | 4%
Cc1ccc(NC(=O)CCNC(=O)c2ccccc2Cl)cc1S(=O)(=O)N(C)C | -15% | -2% | -17% | 5 | -0.1 | -0.4 | 2% | -6%
COc1ccccc1/C=C/C(=O)OCC(=O)Nc1nnc(-c2ccccc2)o1 | -3% | 4% | -16% | -13 | 0.3 | -1.0 | -5% | -1%
O=C(C[n+]1cc(-c2ccc(Cl)cc2)n2c1CCC2)Nc1nc(-c2ccccc2)cs1 | 0% | 3% | 20% | -12 | 0.1 | -0.4 | 14% | -4%
CSc1nnc(-c2sc3cc(C(F)(F)F)cnc3c2-c2ccccn2)n1C | -6% | 4% | -2% | 10 | 0.4 | -0.7 | 1% | -2%
COC(=O)c1cc(=O)n(Cc2cccs2)c(=NCc2cccs2)s1 | -3% | 4% | 9% | / | 0.0 | -3.9 | 2% | 6%
COc1ccc(-n2nc3c(c2NC(=O)COc2ccccc2)CS(=O)(=O)C3)cc1 | -8% | 2% | 1%[57.1 µM] | 7 | -1.1 | -1.0 | 12% | 12%
CCOc1ccc(C(=O)N[C@H](C(=O)O)C(C)C)cc1 | -5% | -2% | 6% | 1 | -0.5 | -1.9 | -7% | -2%
CCOC(=O)C1=C(CNCc2ccc(F)cc2)NC(=O)NC1c1cccc([N+](=O)[O-])c1 (configuration not stated) | 2% | 3% | -8% | 4 | -0.4 | 4.2 | -8% | -4%
Fc1cccc(NC(=S)NCc2ccc(Cl)cc2)c1 | -18% | 16% | -11% | 1 | -1.0 | -0.2 | -26% | 9%
NC(=O)c1ccsc1NC(=O)CSc1ncnc2sccc12 | 1% | 6% | -11% | 7 | -1.4 | 0.4 | -12% | -7%
CC1=NN(c2cccc(C(=O)O)c2)C(=O)/C1=C\C=C\c1ccco1 | 8.4µM* | 18% | 4.7µM* | -80* | -8.7 | 1.0 | -9% | 22%
COc1ccccc1OC(C)c1nnc(SCC(=O)Nc2c(C)n(C)n(-c3ccccc3)c2=O)n1-c1ccccc1 (configuration not stated) | -9% | -3% | -1% | / | -1.3 | -4.6 | 13% | 9%
CC(C)(C)c1cc(N)n2nc(C(C)(C)C)cc2n1 | -5% | 6% | -1% | 7 | 3.2 | 1.8 | -11% | -6%
COc1ccc(F)cc1-c1cc(C(=O)NCc2cc(C(F)(F)F)cc(C(F)(F)F)c2)[nH]n1 | 3% | -12% | -3% | 22 | 1.4 | 1.1 | -10% | -21%
Cc1ccc(C(=O)N=c2sccn2C)cc1C | -5% | 7% | 2% | -4 | -3.3 | 0.1 | -27% | -2%
CCN(C(=O)COC(=O)c1ccc(C)c(S(=O)(=O)N2CCOCC2)c1)C1CCS(=O)(=O)C1 (configuration not stated) | -1% | -5% | -7% | -5 | 0.3 | -0.2 | -9% | -4%
CCc1ccc(NC(=O)[C@H](Cc2ccccc2)NC(=O)C2CCN(C(=O)[C@@H](N)CC(C)C)CC2)cc1 | 6% | -6% | -3% | 14 | -3.9 | -0.6 | -4% | -9%
Cc1cc(OCC(=O)C(C)(C)C)c2c(C)c(C)c(=O)oc2c1 | -7% | -14% | 0% | -4 | -3.5 | 1.8 | 14% | 1%
CSc1nsc(SCC(=O)Nc2ccc(C(=O)O)cc2)n1 | -29% | 11% | 1% | -51* | -2.8 | -0.3 | -3% | 1%
O=C(CSc1nc(-c2ccccc2)nc2ccccc12)Nc1cccc(C(=O)O)c1 | -9% | 0% | -14%[11.6 µM] | -5 | 3.4 | -3.8 | -23% | -6%
COc1ccc(NC(=O)C2CCN(C(=O)c3ccccc3)CC2)c(OC)c1 | -8% | 12% | -5% | / | -2.0 | -1.9 | 1% | 4%
CCC1CCCCN1CCCNC(=O)c1ccc2nc(N3CCC(C)CC3)sc2c1 (configuration not stated) | -7% | 12% | -2% | 0 | 2.3 | 0.2 | 14% | 12%
CN1CCC(=NOc2ccc([N+](=O)[O-])cc2)CC1 | -1% | 8% | -4% | 0 | -4.2 | 0.3 | -3% | -3%
COCC(=O)OCc1cc2cccc(C)c2[nH]c1=O | -5% | -4% | -3% | -4 | -1.5 | -0.6 | 9% | -1%
NC(=O)c1ccc(NC(=O)COC(=O)c2n[nH]c3ccccc23)cc1 | -14% | 5% | -12% | -2 | 1.1 | -0.2 | -11% | 2%
C=CCn1c(SCC(=O)N2CCOCC2)nc2ccccc2c1=O | -6% | 2% | -4% | 0 | 1.1 | -2.0 | 6% | -9%
Brc1ccc(-c2nc3ccccc3s2)s1 | -11% | 0%[15.6 µM] | -1% | 42 | 0.3 | 2.6 | -8% | 10%
O=C(O)C1CSC(CCc2ccccc2)N1 (configuration not stated) | -3% | -10% | -1% | 1 | -0.9 | 0.3 | 6% | -4%
O=C(COC(=O)C12CC3CC(CC(Br)(C3)C1)C2)Nc1cccnc1Cl | -14% | 15% | -6% | 1 | -3.1 | -0.5 | ? | 10%
CCN1CCN(Cc2cc(=O)oc3ccc(Cl)cc23)CC1 | -8% | 1% | 12% | 5 | -0.1 | -1.0 | 6% | -4%
CCOC(=O)c1c(C)oc2c1c(C=NC1CCS(=O)(=O)C1)c(O)c1ccccc12 (configuration not stated) | -3% | -4% | -11% | 5 | 0.3 | 0.4 | 8% | 0%
CC(C)(C)c1cc(P(=O)(c2ccccc2)c2ccccc2)ccc1O | -3% | -1% | -15% | 0 | -0.6 | -3.8 | -9% | -7%
CC(=O)Nc1cccc(C(=O)Nc2ccccc2N2CCOCC2)c1 | 0% | 4% | 1% | / | -0.7 | -3.0 | 13% | 3%
Cc1ccc(-c2nnn(CC(=O)N(CC3CCCO3)C(C(=O)NC3CCCC3)c3ccc(F)cc3)n2)o1 (configuration not stated) | -5% | -7% | -3% | 11 | -0.1 | -0.7 | -8% | -6%
CCOC(=O)C1=C(C)NC(=S)NC1c1ccc(OC(=O)c2ccco2)cc1 (configuration not stated) | -9% | 0% | 9% | -12 | -1.2 | -0.4 | 13% | -3%
O=C(Nc1ccc2c(c1)OCCO2)C(=O)NC1CC1 | 5% | -3% | -2% | -4 | 0.1 | -0.5 | 8% | 0%
O=C1CN(C(=O)COC(=O)COc2ccccc2)c2ccccc2N1 | -10% | 7% | -3% | -3 | 0.2 | -0.2 | -2% | 3%
CCOc1ccc2nc(N(CCN(C)C)C(=O)c3ccc4c(c3)CCCC4)sc2c1 | -15% | 11% | -13% | 1 | -2.9 | -4.7 | -19% | -1%
O=C(CC1SC(=O)N(Cc2ccccc2)C1=O)Nc1nccs1 (configuration not stated) | -4% | -12% | -5% | -9 | -2.4 | -0.3 | 0% | 0%
O=C(NNC(=O)c1cc(Cl)nc2ccccc12)c1ccccc1F | -9% | 14% | -25% | -1 | 1.0 | -0.4 | -9% | 10%
CCOCCCNC(=O)C(c1ccccc1)N(Cc1ccc2c(c1)OCO2)C(=O)c1ccccc1O (configuration not stated) | -8% | 1% | -20% | 1 | -1.2 | 1.3 | -19% | -7%
COc1cccc(N2C(=O)C3CCCN3C2c2ccc(N(C)C)cc2)c1 (configuration not stated) | -8% | 4% | -2% | 1 | 0.1 | 0.7 | -17% | 7%

Of the compounds above, these have two or more sulfur atoms:
SMILES | PLK1 PBD block | EPAC2 agonist | WRN inhibitor | PI5P4Ka inh | CCT chaperon mod | IL-2 act | EPAC1 antag | EPAC1 ag
CSc1nnc(-c2sc3cc(C(F)(F)F)cnc3c2-c2ccccn2)n1C | -6% | 4% | -2% | 10 | 0.4 | -0.7 | 1% | -2%
COC(=O)c1cc(=O)n(Cc2cccs2)c(=NCc2cccs2)s1 | -3% | 4% | 9% | / | 0.0 | -3.9 | 2% | 6%
NC(=O)c1ccsc1NC(=O)CSc1ncnc2sccc12 | 1% | 6% | -11% | 7 | -1.4 | 0.4 | -12% | -7%
CCN(C(=O)COC(=O)c1ccc(C)c(S(=O)(=O)N2CCOCC2)c1)C1CCS(=O)(=O)C1 (configuration not stated) | -1% | -5% | -7% | -5 | 0.3 | -0.2 | -9% | -4%
CSc1nsc(SCC(=O)Nc2ccc(C(=O)O)cc2)n1 | -29% | 11% | 1% | -51* | -2.8 | -0.3 | -3% | 1%
Brc1ccc(-c2nc3ccccc3s2)s1 | -11% | 0%[15.6 µM] | -1% | 42 | 0.3 | 2.6 | -8% | 10%
O=C(CC1SC(=O)N(Cc2ccccc2)C1=O)Nc1nccs1 (configuration not stated) | -4% | -12% | -5% | -9 | -2.4 | -0.3 | 0% | 0%

High-throughput results (PubChem)
